Assay outcomes as filed in PubChem BioAssay.
GPR151 activ: activates the human receptor GPR151; 1% of 650,000 active; activation, % at 11.2 µM; PathHunter beta-arrestin GPR151 cells, luminescence; in the data active = activation above about 4.9%;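 note: 0% = median of compound wells and 100% = cells with positive control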
Target sequence (Q8TDV0 whole entry, looked up): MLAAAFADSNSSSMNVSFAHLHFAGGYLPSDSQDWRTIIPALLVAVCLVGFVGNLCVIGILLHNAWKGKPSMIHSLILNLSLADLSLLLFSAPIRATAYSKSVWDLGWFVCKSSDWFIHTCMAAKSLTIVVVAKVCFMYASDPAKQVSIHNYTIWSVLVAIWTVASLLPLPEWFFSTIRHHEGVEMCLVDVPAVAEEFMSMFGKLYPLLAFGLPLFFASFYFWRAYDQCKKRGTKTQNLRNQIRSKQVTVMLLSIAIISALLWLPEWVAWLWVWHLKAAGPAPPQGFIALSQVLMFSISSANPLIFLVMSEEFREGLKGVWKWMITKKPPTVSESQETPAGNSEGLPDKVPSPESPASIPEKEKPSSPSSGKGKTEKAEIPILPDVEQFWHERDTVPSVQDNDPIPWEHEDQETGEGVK
TEAD-YAP block: TEAD-YAP interaction inhibition; HEK-TIYL cells, TEAD-Gal4/YAP UAS-luciferase luminescence; inhibition, % at 9.12 µM; 1.4% of 640,000 active; AID 1259422; in the data active = inhibition above about 32%;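 note: 0% = median of test compound wells and 100% = reference inhibitor wells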
MITF inh: human MITF inhibition, primary screen | O75030 | AlphaScreen MITF homodimerization, bead proximity signal | inhibition, % at 2.6 µM | 0.91% of 650,000 active; in the data active = inhibition above about 50%;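 note: 0% = vehicle wells with protein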
Target sequence (O75030 whole entry, looked up): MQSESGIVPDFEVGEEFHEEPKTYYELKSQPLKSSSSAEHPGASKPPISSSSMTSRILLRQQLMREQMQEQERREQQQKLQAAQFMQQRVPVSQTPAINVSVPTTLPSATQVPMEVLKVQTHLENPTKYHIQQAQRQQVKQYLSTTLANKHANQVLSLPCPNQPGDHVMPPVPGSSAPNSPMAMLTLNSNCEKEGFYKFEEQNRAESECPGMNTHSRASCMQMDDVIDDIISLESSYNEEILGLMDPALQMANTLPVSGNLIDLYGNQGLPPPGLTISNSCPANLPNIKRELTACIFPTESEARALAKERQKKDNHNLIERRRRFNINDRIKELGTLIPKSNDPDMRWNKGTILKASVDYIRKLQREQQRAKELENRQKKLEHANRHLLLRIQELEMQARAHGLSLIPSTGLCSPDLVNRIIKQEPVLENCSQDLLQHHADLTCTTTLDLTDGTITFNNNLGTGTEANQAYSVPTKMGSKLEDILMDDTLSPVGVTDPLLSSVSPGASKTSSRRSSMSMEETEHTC
FBW7 activator: human FBW7 E3 ligase activation, primary screen; normalized activity (activation), % at 26.1 µM; 0.13% of 650,000 active; AID 1259310; AlphaScreen FBW7–phospho-cyclin E peptide binding, activator screen; in the data active = normalized activity above about 1.9%;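 note: purified mutant Fbw7 with reduced substrate affinity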
Starred values were filed as active, the others as inactive; & = joins results of further samples.

SMILES,GPR151 activ,TEAD-YAP block,MITF inh,FBW7 activator
COc1ccc(-c2cnc3c(NCC4CC4)nccn23)cc1,0.1,-46.2,-4.3,-0.2
CC1C2C(C)N(C)C(=O)N(C)C2N(C)C(=O)N1C (centres undefined),-0.7,-9.7,12.4,0.0
Cc1ccc(N2CCn3c2nnc(C(=O)NCCN2CCOCC2)c3=O)cc1,0.1,-4.4,11.7,0.1
O=C(Nc1cc2ccccc2cc1NC(=O)c1ccc(S(=O)(=O)N2CCCC2)cc1)c1ccc(S(=O)(=O)N2CCCC2)cc1,-0.7,-8.9,0.1,-0.1
CC(C)N(C)C(=O)CCc1nnc(CCc2c[nH]c3ccccc23)o1,2.1,-10.7,2.4,-0.1
COc1ccc(C(=O)N2CCN=C2SC)cc1OC,0.1,4.4,-10.0,-0.1
Cc1cc(C)nc(SCc2cc(=O)c(OC(=O)c3ccccc3C)co2)n1,1.2,-47.0,8.8,0.6
C=CCC(=O)N1CCCC(CNC(=O)COc2ccccc2OC)C1 (centres undefined),0.0,-5.1,35.4,-0.1
CC(=O)N1CCC(NCc2ccco2)CC1,-0.9,-12.8,14.7,0.3
CCC(=O)NCC(c1cccs1)S(=O)(=O)c1ccccc1 (centres undefined),-0.8,0.1,2.0,-0.3
O=c1c(C=Nc2cccc([N+](=O)[O-])c2)c(Nc2cccc([N+](=O)[O-])c2)nc2ccccn12,-0.6,0.9,-4.7,-0.1
O=C(NC1(c2ccc(F)cc2)CCCC1)C1CC(O)CN1Cc1ccccc1 (centres undefined),0.0,5.5,3.4,0.2
O=[N+]([O-])c1cc(C(F)(F)F)ccc1Sc1nnnn1-c1ccccc1,-0.2,2.4,2.1,-0.2
O=C(Nc1cc2c(s1)CCCC2)c1ccc(F)cc1,-3.7,6.4,3.2,-0.1
Cc1ccc(NC(=O)c2sc3nc4c(c(-c5ccc(C(C)C)cc5)c3c2N)CCCC4)cc1Cl,0.0,-4.0,-13.9,-0.2
O=C(COc1ccc(Cl)cc1)N/N=C/CCc1ccccc1,-0.2,3.6,12.5,0.1
COc1ccc(-c2nnn(CN(C)Cn3nnc(-c4ccc(OC)cc4)n3)n2)cc1,-0.5,-6.7,-0.6,-0.1
COc1cccc(/C=C2/SC(=N)N(c3nonc3N)C2=O)c1,-7.5,-29.4,-5.9,-0.2
Nc1c(C(=O)Nc2ccc(N3CCOCC3)cc2)sc2nc3ccccc3cc12,-0.6,14.9,0.8,-0.1
CCOC(=O)Cn1cc(/C=C(/C#N)C(=O)Nc2ccccc2C)c2ccccc21,-0.1,-1.3,-3.2,0.3
Cc1onc(C(=O)Nc2cccnc2Cl)c1[N+](=O)[O-],-0.1,0.2,-4.2,0.1
Cc1ccc(-n2ncc3c(=O)n(CC(=O)N4CCCc5ccccc54)cnc32)c(C)c1,-0.7,6.4,-8.1,0.0
Cn1c(=O)c2c(nc3n2CC=NN3)n(C)c1=O,-1.2,7.5,-1.8,-0.1
N#Cc1cc2c(N)c(C(=O)Nc3ccc(F)cc3Cl)sc2nc1N,-1.0,-13.2,21.5,-0.1
OCCC1CN(Cc2ccc3c(c2)CCO3)CCN1C1CCCC1 (centres undefined),-0.6,8.2,13.0,0.2
COc1cccc(CNC(=O)CCC2CCCN(C(=O)Cc3cnc4ncnn4c3)C2)c1 (centres undefined),-0.2,-12.2,20.8,0.1
O=C(O)CCn1ncc2ccccc21,1.6,5.3,-1.6,0.2
COc1ccccc1/C=C1/SC(=S)N(CC2CCCO2)C1=O (centres undefined),-0.9,-20.0,-4.0,-0.7
Cc1ccc(C)c(CN2CCN3C(=O)[C@H](C(C)C)NC(=O)[C@H]3C2)c1,0.0,-1.0,3.1,0.2
O=C(O)c1cc(S(=O)(=O)Nc2ccc(S(=O)(=O)N3CCCC3)cc2)ccc1Cl,-0.2,12.9,10.2,0.5
C=CCNC(=O)/C(=C\c1ccc(Br)cc1)NC(=O)c1ccco1,-1.7,0.4,6.4,0.0
CN(CCc1cn[nH]c1)C(=O)CCc1nnc(Cc2ccc(-c3ccccc3)cc2)o1,1.2,5.3,-1.9,-0.2
Cc1sc2ncnc(SCC(=O)Nc3sccc3C#N)c2c1C,-2.1,1.5,4.5,0.5
N#Cc1c(-c2ccccc2)cc(C2CC2)nc1SCC(=O)Nc1ccc(SC(F)F)cc1,0.3,-13.0,10.7,-0.1
CCOC(=O)C1CCCN(C(=O)CCCc2ccccc2)C1 (centres undefined),-1.5,-65.6,-7.5,-0.1
O=c1c2ccccc2nc(-c2ccccc2F)n1NCc1ccc(Cl)cc1Cl,-0.6,7.1,7.8,0.1
CCc1ccc2[nH]c(=O)c(CN(CCO)S(=O)(=O)c3ccc(F)cc3)cc2c1,0.3,7.8,-10.8,0.0
COc1ccccc1N1C(=O)C2C(c3ccccc3F)NC(CC(C)C)(C(=O)O)C2C1=O (centres undefined),-0.2,5.8,-3.9,0.1
O=C(CN1C(=O)c2ccccc2C1=O)Nc1ccc([N+](=O)[O-])cc1Br,-0.4,2.7,-7.2,-0.1
COC(=O)c1cc(S(=O)(=O)Nc2ccc(C)c(N(C)C)c2)c[nH]1,2.5,1.5,-18.2,-0.1
CCOC(=O)c1sc2ncn(/N=C/c3ccc(O)c(OC)c3)c(=O)c2c1C,-0.5,11.5,17.0,1.6
COc1ccc(C2=NN(C(C)=O)CC2c2cccc([N+](=O)[O-])c2)cc1 (centres undefined),-0.2,1.8,-3.6,-0.1
CC1CCN(C/C=C/c2ccc(N(C)C)cc2)CC1,0.1,-3.6,1.9,-0.3
O=C(NCc1ccccc1)c1ccc2c(c1)NC(CS(=O)(=O)Cc1ccccc1F)C(=O)N2 (centres undefined),1.7,-0.1,8.2,0.0
Cc1ccc(-c2nnc(Nc3ccccc3)c3ccccc23)cc1S(=O)(=O)N(C)C,0.4,2.2,-4.0,0.0
COc1ccc(NC(=O)CSc2cn(CCNC(=O)c3c(F)cccc3F)c3ccccc23)cc1,0.3,-0.1,-12.8,0.1
CC(=O)N=CC1=C(O)c2ccccc2C1=O,-0.1,24.2,8.3,-0.1
FC(F)(F)c1cc(NC2CCCCC2)n2ncnc2n1,1.0,0.6,-3.4,0.0
CC(=O)Oc1cc(C(=O)NC(C)(C)C)cc(C(=O)NC(C)(C)C)c1,-0.5,-7.2,9.1,-0.3
O=C(Nc1ccc(-c2nc3ccccc3[nH]2)cc1)c1ccc(=O)n(Cc2ccccc2)n1,1.4,33.7*,6.2,0.0
C=CCN1C(=O)/C(=C/c2cc(Br)c(OC)cc2OC)C(=O)NC1=S,-0.1,5.6,5.5,0.0
COC(=O)c1cc(NC(=O)OCc2ccccc2)cc(C(=O)OC)c1,-0.4,4.6,0.7,0.3
Cc1ccccc1Cc1c(C)nc2c(C(=O)O)c[nH]n2c1=O,0.2,-0.3,10.5,1.1
O=[N+]([O-])c1ncn(-c2nc(-c3cccs3)cc(C(F)(F)F)n2)n1,0.8,2.1,-2.7,-0.2
CC1CN(S(=O)(=O)c2cccc(C(=O)O)c2)CC(C)O1 (centres undefined),1.1,-5.8,13.2,0.0
COc1cccc(CN2C(=O)CCC2CCNCc2cccc(F)c2)c1 (centres undefined),-1.3,5.0,4.8,0.1
OCCC1CN(Cc2ccccc2OC(F)F)CCN1C1CCCC1 (centres undefined),0.7,10.9,-0.9,0.0
COCC(=O)NC(c1nnc2n1CCN(CC1CCCCC1)CC2)C(C)C (centres undefined),0.5,9.9,2.2,0.0
CCC(=O)Nc1c2c(nc3c1CCC3)CCCC2,-1.4,-3.2,7.8,0.1
Cc1ccccc1OCC(=O)Nc1ccc(F)c(Cl)c1,-1.0,-75.1,-15.6,0.2

Next results
SMILES,GPR151 activ,TEAD-YAP block,MITF inh,FBW7 activator
Cc1noc(C)c1S(=O)(=O)N(Cc1cccc(OCCN2CCCCC2)c1)C1CC1,3.3,-10.7,19.6,0.0
CCCc1cc(NCc2ccc(OC)cc2)n2ncnc2n1,-0.7,-2.0,2.7,-1.3
CCCCNC(=O)C(C(=O)c1ccc(Br)cc1)n1ccccc1=O (centres undefined),0.3,0.7,-5.2,0.3
O=C(COc1ccc(I)cc1)Nc1ccc(Br)cn1,0.6,-0.5,-5.3,-0.1
Cn1[nH]c(=S)sc1=NCc1ccccc1,-1.2,-7.2,20.3,0.3
Cc1ccc(-c2ocnc2C(=O)Nc2ccc(N3CCN(S(C)(=O)=O)CC3)cc2)cc1,0.8,1.5,10.4,0.3
O=[N+]([O-])c1cc2c(cc1CNc1ccc(F)cc1F)OCO2,-0.7,-8.3,4.6,-0.1
CC(=O)c1cccc(-c2nc3ccc(C(=O)NCCO)cc3s2)c1,-1.6,-38.7,-9.1,0.1
O=C(/C=C/c1ccc(Cl)cc1)Nc1ccc(N2CCOCC2)cc1,-0.2,-5.7,-12.3,-0.1
O=S(=O)(c1ccc(F)cc1)N1CCN(c2ccc3nncn3n2)CC1,-0.8,-5.2,-11.8,-0.2
CCOC(=O)c1ccc(Nc2c(C(=O)OCC)cnc3c(Cl)cccc23)cc1,0.9,5.7,-7.5,0.2
CC1=C(C(=O)OCc2ccccc2)C(c2cccc3ccccc23)C2=C(CCCC2=O)N1 (centres undefined),0.3,8.2,6.4,-0.1
c1n[nH]c(C2CCCCC2)c1CN1CCCC(N2CCOCC2)C1 (centres undefined),-1.1,0.9,-3.2,-0.1
Cc1c(C(=O)N2CCCCC2C)sc2ncn(Cc3ccccc3Cl)c(=O)c12 (centres undefined),-0.1,-6.4,4.0,0.6
O=C(COc1ccc(C(=O)NCCc2ccccc2)cc1)Nc1ccccc1F,27.6*,2.2,13.4,0.4
O=C(NCc1nc2ccccc2[nH]1)c1ccnc(N2CCN(Cc3ccc4c(c3)OCO4)CC2)c1,-0.5,-6.2,-6.5,-0.1
CCCc1ccc(-c2nc(-c3ccncc3)no2)cc1,-2.5,-0.6,-13.9,0.6
Cc1nc(SCC(=O)NC2CCCC2)c2c(=O)n(C)c(=O)n(C)c2n1,-0.9,6.7,8.4,0.1
CCn1c(=O)n(Cc2cc3c(cc2Cl)OCO3)c2cccnc21,-0.4,-12.6,11.7,0.6
CN(Cc1nc2ccc(F)cc2[nH]1)Cc1nc(CCc2ccccc2)no1,2.3,26.1,-6.6,0.1

Reprinted at random: 2 records from the list
SMILES,GPR151 activ,TEAD-YAP block,MITF inh,FBW7 activator
O=C(Nc1ccc(-c2nc3ccccc3[nH]2)cc1)c1ccc(=O)n(Cc2ccccc2)n1,1.4,33.7*,6.2,0.0
COc1ccc(C(=O)N2CCN=C2SC)cc1OC,0.1,4.4,-10.0,-0.1

Other compounds follow:
SMILES,GPR151 activ,TEAD-YAP block,MITF inh,FBW7 activator
Cc1nn(C)c(C)c1-c1nc(NCc2cccc(C(F)(F)F)c2)c2[nH]cnc2n1,-0.1,-11.4,40.0,-0.1
Clc1nc(NCc2ccccc2)nc(NCc2ccco2)n1,1.0,-7.0,10.5,0.0
O=C1N(Cc2cccnc2)C[C@@H]2C[C@@H](c3ccc(-n4cccn4)cc3)N3CCC[C@@]123,-1.3,3.0,6.4,0.3
COc1cccc(-n2cc(C(=O)NC3CC3)c3ccccc3c2=O)c1,-0.2,-6.4,1.7,0.2
CCCN(CCC)CCNC(=O)Cn1c(C)cc2ccccc2c1=O,1.1,4.1,0.2,0.0
Cc1nc(NCc2ccco2)sc1-c1ccn(CCN2CCOCC2)n1,0.8,-1.2,16.7,0.2
COc1ccc(Cl)cc1C1=N/C(=C\c2cccc(C(F)(F)F)c2)C(=O)O1,-0.8,0.9,3.7,0.1
C/C(=C\c1ccco1)CN1CCc2nnc(CNC(=O)CCc3cccnc3)n2CC1,-1.9,-1.0,17.8,0.1
Cc1nc2cc(NC(=O)c3ccccc3S(C)(=O)=O)ccc2s1,-1.8,0.7,11.6,0.9
CN(C)CC(=O)NCC1Cc2cccc(-c3ccncc3)c2O1 (centres undefined),0.0,0.0,1.2,0.0
O=C(CCN1C(=O)/C(=C/c2ccccc2F)SC1=S)Nc1ccc(O)cc1,-0.5,-4.0,-18.9,0.0
COc1ccc(O)c(CN2CCC3(CC2)CC3C(=O)NCc2cccs2)c1 (centres undefined),-0.4,-7.4,13.5,0.1
CCOC(=O)CNC(=O)Cn1nc(-c2ccc3c(c2)OCCO3)ccc1=O,-0.5,0.8,0.2,-0.2
C=CCn1c2ccccc2c2nnc(SCc3c(C(=O)OCC)nnn3-c3nonc3N)nc21,-1.3,-8.3,0.5,0.1
COc1ccc(CC(=O)N(c2ccc(Cl)cc2)C2C=CS(=O)(=O)C2)cc1 (centres undefined),-0.3,5.3,-4.2,-0.2
CC(=O)CC(=O)Nc1ccccc1C(N)=O,-0.4,-9.4,3.4,-0.1
O=C(O)c1cn(C2CC2)c2cc(N3CCNCC3)c(F)cc2c1=O,2.5&3.6,-13.7,-1.0&6.0,-0.2&-0.2
O=[N+]([O-])c1ccc(N2CCN(Cc3nnc(-c4cccc(Br)c4)o3)CC2)cc1,1.1,1.1,6.9,-0.1
COC(=O)c1c[nH]n2c(=O)c3c(nc12)C(=O)N(Cc1ccccc1)C3,-0.7,6.0,15.9,0.4
Cn1c(Nc2nc(NCCN3CCOCC3)c3ncn(-c4ccccc4)c3n2)nc2ccccc21,1.0,25.9,-3.6,-0.1

Not a hit list (roughly 3.5% active in at least one column).
